Bioassay records: PubChem, several laboratories
BaF3 tox = parental Ba/F3 viability inhibition as JAK2V617F counter-screen | 220,000 tested, 1.1% active | CellTiter-Glo ATP luminescence | inhibition, % at 5.6 µM;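 active = inhibition above a per-campaign cutoff, the mean inhibition of all tested compounds plus 3 SD, cut at about 27% in these data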;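 also: 0% = DMSO wells and 100% = JAK Inhibitor I control wells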
TbHK1 inh = blocks Trypanosoma brucei hexokinase 1 activity; recombinant TbHK1, G6PDH-coupled NADH A340; inhibition, % at 10 µM; 220,000 tested, 0.11% active; AID 1430;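 active = inhibition of 50% or more in the single-dose primary screen; inactive = inhibition below 50%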
PPC-1+TRAIL kill = kills PPC-1 cancer cells in the presence of TRAIL; PPC-1 cells + TRAIL, ATPLite viability luminescence; cell killing (% activity), % at 4 µM; 220,000 tested, 0.41% active;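 active = cell killing above 50% in the first pass at 4 µM, then a duplicate retest at 5 µM averaging 50% or more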;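 also: plate controls were cells with TRAIL plus DMSO for no effect and medium-only wells lacking cells for full effect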
RBBP9 inh = blocks human serine hydrolase RBBP9 | inhibition, % at 7.94 µM | recombinant RBBP9, FP-Rh probe fluorescence polarization | 220,000 tested, 0.2% active;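 active = inhibition above the campaign mean of all tested compounds plus 3 SD, cut at about 14% in these data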;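 also: plate controls were DMSO wells with RBBP9 for no effect and wells lacking RBBP9 protein for full effect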
Target sequence (O75884 whole entry, looked up): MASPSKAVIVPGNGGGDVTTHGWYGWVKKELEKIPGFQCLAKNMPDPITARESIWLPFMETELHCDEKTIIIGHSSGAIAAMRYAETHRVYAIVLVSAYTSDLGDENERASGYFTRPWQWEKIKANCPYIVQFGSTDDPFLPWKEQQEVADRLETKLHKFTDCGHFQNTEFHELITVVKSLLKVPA
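Test system: recombinant human RBBP9. Quantity: 2.5 µM RBBP9 dispensing solution, before mixing. Detection: FP readout at 525/598 nm. Reagent: Serine-hydrolase probe FP-Rh, 375 nM pre-mixing. Measure: % inhibition. Control set: DMSO-treated enzyme wells and wells lacking RBBP9. Buffer or medium: Tris-NaCl-Pluronic buffer, pH 8.0. Times: preincubation 30 min plus labeling 45 min at 25 °C.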
p47phox inh = p47phox (human) inhibition; P14598; p47phox/p22phox peptide binding, fluorescence polarization, 2 h; inhibition, % at 24.7 µM; 220,000 tested, 0.53% active; AID 1274;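 active = inhibition above about 30%, limit read from the data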;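 also: 0% = p47phox with labelled peptide and 100% = labelled peptide alone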
Target sequence (P14598 whole entry, looked up): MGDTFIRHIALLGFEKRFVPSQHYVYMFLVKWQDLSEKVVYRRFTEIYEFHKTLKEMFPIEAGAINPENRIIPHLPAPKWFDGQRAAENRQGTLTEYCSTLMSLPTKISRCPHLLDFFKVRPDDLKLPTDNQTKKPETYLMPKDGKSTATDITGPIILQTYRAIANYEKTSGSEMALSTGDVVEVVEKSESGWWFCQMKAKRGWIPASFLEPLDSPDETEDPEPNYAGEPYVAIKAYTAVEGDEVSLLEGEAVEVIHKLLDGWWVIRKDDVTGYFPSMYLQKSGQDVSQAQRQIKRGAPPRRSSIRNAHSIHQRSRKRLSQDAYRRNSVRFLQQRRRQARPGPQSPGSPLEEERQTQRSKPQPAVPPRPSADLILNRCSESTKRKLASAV
PGE2 EP2 inh = inhibitors of human EP2 prostaglandin E2 receptor | C6 glioma cells expressing human EP2, cAMP TR-FRET; cells stimulated with saturating PGE2 | 260,000 tested, 0.52% active | P43116 | AID 1422 | inhibition, % at 25 µM;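 active = percent inhibition above 40 after rounding to a whole number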;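 also: rat C6 glioma host cells with rolipram phosphodiesterase inhibitor present; the protocol text gives 20 µM as final concentration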
Target sequence (P43116 whole entry, looked up): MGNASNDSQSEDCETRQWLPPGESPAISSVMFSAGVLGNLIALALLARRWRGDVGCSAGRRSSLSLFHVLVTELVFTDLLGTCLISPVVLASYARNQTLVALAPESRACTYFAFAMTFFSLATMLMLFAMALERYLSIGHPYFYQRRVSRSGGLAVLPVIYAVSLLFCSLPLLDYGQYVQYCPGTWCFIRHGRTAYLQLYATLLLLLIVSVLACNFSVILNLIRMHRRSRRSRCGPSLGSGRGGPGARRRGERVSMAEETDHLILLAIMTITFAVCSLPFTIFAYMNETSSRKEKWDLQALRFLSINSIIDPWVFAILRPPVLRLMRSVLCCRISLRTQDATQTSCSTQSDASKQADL
p97 inhibitor = blocks human p97 ATPase activity | P55072 | recombinant p97 ATPase, Kinase-Glo ATP luminescence, 3 h | inhibition, % at 8 µM | 220,000 tested, 0.42% active | AID 1481; in the data active = inhibition above about 15%;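 also: 0% = DMSO vehicle and 100% = wells lacking enzyme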
Furin inhibitor = human furin inhibition. inhibition, % at 30 µM. AID 463115. 220,000 tested, 0.061% active. purified furin, fluorogenic substrate cleavage. P09958; in the data active = inhibition above about 25%; also: inactives centre near -15
Ba/F3 V617F tox = reduce viability of Ba/F3 cells dependent on JAK2V617F; inhibition, % at 5.6 µM; 220,000 tested, 1.1% active; Ba/F3 EpoR-JAK2V617F viability, ATP luminescence; AID 1446;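 active = inhibition above the campaign mean plus 3 SD over all tested compounds, cut at about 24% in these data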;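 also: cytokine-independent growth of Ba/F3 cells driven by EpoR plus mutant JAK2; 0% = DMSO-treated cells and 100% = JAK inhibitor I control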
The depositor's hits bear a star; / = no result given; [ ] = dose if it differs, or a comment. An excerpt; rates above refer to the full screens.

nr	compound	BaF3 tox	TbHK1 inh	PPC-1+TRAIL kill	RBBP9 inh	p47phox inh	PGE2 EP2 inh	p97 inhibitor	Furin inhibitor	Ba/F3 V617F tox
1	Cc1ccc(S(=O)(=O)N2CCN(c3cc4c(cc3[N+](=O)[O-])n(C)c(=O)n4C)CC2)cc1	2.2	-21.6	23.0	7.9	-3.0	10.5	7.2	-0.1	-0.5
2	Cc1ccc(/C=N/NC(=O)C(C)Oc2ccccc2[N+](=O)[O-])s1 (stereo unspecified)	1.0	-10.7	-2.7	-7.6	-2.1	7.4	-0.9	2.4	-1.2
3	Cc1ccn2c(-c3csc(NCc4ccccc4)n3)c(C)nc2c1	3.2	-2.1	18.6	-5.9	-1.8	15.3	-1.0	-5.9[20 µM]	0.9
4	CCCc1nnc(SCc2ccc(OC)cc2)n1N	-0.2	-2.5	-2.3[5 µM]	1.9	-14.2	10.7	2.2	15.6[20 µM]	-2.4
5	Cc1ccc(N2C(=O)N(CC(=O)N3CCCc4ccccc43)C(=O)C2C)cc1 (stereo unspecified)	1.3	0.0	-4.2	-6.9	-0.9	6.3	-3.2	-20.3[20 µM]	-1.1
6	O=C1CC(C(=O)N(c2cccc(F)c2)C(C(=O)NC2CCCC2)c2ccccn2)CS1 (stereo unspecified)	1.9	-6.2	-0.4	-8.6	1.2	4.9	-6.1	-15.0	2.3
7	COC(=O)C1(C)NC(c2cccs2)C2C(=O)N(c3ccccc3F)C(=O)C21 (stereo unspecified)	-3.0	-5.0	19.0	-9.2	-12.6	10.1	-1.7	-29.4[20 µM]	-0.7
8	O=C(O)c1ccc(/C=N/Nc2ccc(C(F)(F)F)cn2)cc1	2.8	-29.1	-2.8	-5.4	-1.8	2.3	3.8	-22.5	-3.5
9	CN(C)c1cc(-c2ccc(F)cc2)oc(=O)c1Cl	1.2	15.7	-5.9	-3.7	-10.0	4.8	1.6	-21.7	-2.8
10	Cc1c(NC(=O)c2cnn3c2NC(c2ccco2)CC3C(F)(F)F)c(=O)n(-c2ccccc2)n1C (stereo unspecified)	1.6	-0.9	9.7	-2.9	-20.9	7.7	-3.1	-7.9[20 µM]	-0.7
11	CC(=O)Nc1ccc(S(=O)(=O)Nc2nnc(C(C)(C)C)s2)cc1	3.2	-6.2	11.3	-5.9	-8.1	5.5	-5.7	-0.7[20 µM]	4.9
12	Cc1ccc(C)c(S(=O)(=O)N/N=C/c2ccc(C(=O)O)cc2)c1	3.2	-28.4	4.3	-3.9	-12.8	4.0	1.5	0.3	-1.2
13	O=C(C1=C[C@H](C2CCCCC2)C[C@H](OCc2ccc(CO)cc2)O1)N1CCOCC1	-0.8	2.1	-17.7	-5.3	/	20.4	-3.5	-27.0	-0.5
14	NNc1nc2ccc(F)cc2s1	12.5	32.9	30.1	-4.1	-12.1	7.5	-6.6	9.7	4.9
15	Clc1ccc(Nc2ccc(NCc3ccccc3)nn2)cc1	4.2	19.8	20.2	-11.2	-12.8	19.4	-5.3	-1.1	0.6
16	Cn1c(=O)n(C)c2cc([N+](=O)[O-])c(N3CCN(C(=O)c4ccccc4Br)CC3)cc21	3.8	-7.1	-12.0	-6.7	-3.7	11.9	-3.7	-9.2	2.5
17	COc1cccc(NC(=O)C(OC(=O)c2ccc([N+](=O)[O-])o2)c2ccccc2)c1 (stereo unspecified)	-3.5	-19.2	16.2	-5.8	-11.6	7.2	1.6	0.8	-2.4
18	N#C/C(=C(/O)CSc1ccccn1)c1nc2ccccc2s1	8.0	2.1	9.2	-9.2	-5.5	1.5	-3.5	-5.8	7.9
19	CCC(=O)N1CCCc2cc(S(=O)(=O)N3CCN(c4ncccn4)CC3)ccc21	2.7	-7.1	10.3	-6.9	2.7	10.8	8.7	-40.6	-1.4
20	O=C(Nc1ccc(F)c([N+](=O)[O-])c1)c1ccc2c(c1)C(=O)OC2=O	-1.0	-8.1	-12.7	-4.7	-8.3	10.7	8.7	-15.8	-0.5
21	CCCc1ccc(OCC(=O)Nc2cc(S(=O)(=O)CC)ccc2O)cc1	2.0	1.2	-0.4	0.6	-6.9	14.2	3.9	-27.6	-3.9
22	Cc1ccsc1C1Nc2ccccc2C(=O)N1O (stereo unspecified)	6.9	-16.6	3.6	-1.4	-5.7	9.5	-4.2	-12.2	1.9
23	Cc1ccc(N(CN2CCCC2=O)C(=O)c2ccc(OC(C)C)cc2)cc1	2.6	-5.2	29.3	0.7	-6.8	10.3	8.3	-12.1	-2.3
24	Cc1ccc(S(=O)(=O)N(C)C)cc1NC(=S)N1CCc2ccccc21	3.6	0.6	14.3	-7.8	-8.1	1.6	1.1	-23.3	-1.1
25	CN1CCN(C(=O)C2CC(c3ccc(F)cc3)=NO2)CC1 (stereo unspecified)	3.8	-0.2	9.2	-7.1	9.3	1.2	-1.3	-20.8	-4.5
26	Cc1cc(Nc2ccc(F)cc2Cl)n2nc(C)nc2n1	0.8	2.9	12.5	1.1	-13.5	4.2	8.0	-40.5	-4.2
27	S=C(NCCCn1ccnc1)Nc1ccc(Cl)cc1Cl	2.7	-0.6	11.1	-2.2	-11.1	9.7	5.1	-12.2	-2.9
28	CC(=O)Nc1ccc(S(=O)(=O)N(CC(=O)Nc2cc(C)on2)Cc2ccc(F)cc2)cc1	-1.9	-10.7	-12.7	3.1	-10.4	11.2	-0.9	-10.3	1.7
29	Cc1cnc(C(=O)OCC(=O)Nc2ccc(Cl)cc2)cn1	5.4	7.7	4.8	-2.0	6.0	/	5.9	-26.2	1.2
30	CCOC(=O)c1cc(C)sc1NC(=S)Nc1ccccc1	9.9	-9.4	14.0	-0.8	1.2	8.6	0.1	-26.1[20 µM]	1.4

Grouped by structure: those above with a COOH group.
nr	compound	BaF3 tox	TbHK1 inh	PPC-1+TRAIL kill	RBBP9 inh	p47phox inh	PGE2 EP2 inh	p97 inhibitor	Furin inhibitor	Ba/F3 V617F tox
8	O=C(O)c1ccc(/C=N/Nc2ccc(C(F)(F)F)cn2)cc1	2.8	-29.1	-2.8	-5.4	-1.8	2.3	3.8	-22.5	-3.5
12	Cc1ccc(C)c(S(=O)(=O)N/N=C/c2ccc(C(=O)O)cc2)c1	3.2	-28.4	4.3	-3.9	-12.8	4.0	1.5	0.3	-1.2

Continued:
nr	compound	BaF3 tox	TbHK1 inh	PPC-1+TRAIL kill	RBBP9 inh	p47phox inh	PGE2 EP2 inh	p97 inhibitor	Furin inhibitor	Ba/F3 V617F tox
31	COc1ccc2nc(NS(=O)(=O)c3ccc(NC(C)=O)cc3)sc2c1	6.9	3.2	8.7	-3.7	-14.7	9.1	1.2	-11.4	3.6
32	COc1ccccc1N1CCN(/N=C/C=C\c2ccccc2[N+](=O)[O-])CC1	5.6	-8.2	13.1	3.4	-11.1	7.4	1.6	-13.0	2.8
33	CCCCN(C)CCOc1ccccc1OCC	8.1	2.4	10.3	-4.4	-8.9	10.9	2.4	-17.5	3.0
34	O=C(CN1CCCCCCC1)N/N=C/c1ccc(F)c(F)c1	3.5	17.1	1.2	-8.2	-1.1	9.7	-3.0	-3.7	2.6
35	Cc1ccc(S(=O)(=O)NN/C(=N/S(=O)(=O)c2ccccc2)c2ccccc2)cc1	4.8	-0.5	27.9	3.5	-7.5	0.5	2.1	-26.5	-1.4
36	CC1(C)Nc2ccccc2N(Cc2ccc([N+](=O)[O-])cc2)C1=O	8.6	0.4	-10.9	-7.3	5.0	4.6	5.2	-9.5	1.7
37	CCN1C(=O)N(C)[C@@H](c2ccccc2)C(C(=O)OC)=C1C	/	2.8	4.7	/	-7.6	6.8	/	-27.0	/
38	COC(=O)N(NC(=O)C(O)(C(C)C)C(C)C)c1ccccc1	5.0	5.3	12.6	-1.3	-3.0	8.8	-2.5	-16.5	2.6
39	COC(=O)CCCCNC(=O)Nc1ccccc1	-0.1	-2.8	38.5	-7.8	0.3	1.0	-1.0	-14.4	0.4
40	Cc1c(NC(=O)c2cc3ccccc3o2)c(=O)n(-c2ccccc2)n1C	3.8	0.9	-21.6	12.1	-14.0	7.9	-0.9	-9.4[20 µM]	-2.7
41	COc1ccc(CC(=O)NCCN2CCCC2)cc1	6.6	3.9	23.5	-14.0	-11.9	11.1	-5.0	-4.4[20 µM]	3.1
42	Cc1ccc(C(=O)Nc2ccccc2OC(F)F)cc1	5.8	3.5	22.5	0.1	-14.1	6.9	2.1	-9.7[20 µM]	0.6
43	O=C(COC(=O)/C=C/c1ccccc1[N+](=O)[O-])Nc1ccc(OCc2ccccc2)cc1	8.5	-3.9	5.4	-3.3	-4.7	7.2	5.9	-10.5	-1.3
44	COc1ccccc1/C=C1\SC(=S)N(CC(=O)Nc2nnc(C)s2)C1=O	-1.7	-0.3	-6.2	-0.6	-5.6	9.7	-3.3	-14.3	2.3
45	CCc1c(C)nc(SCC(=O)Nc2ccc(Br)cc2)[nH]c1=O	1.7	1.0	15.7	-0.7	4.3	14.6	7.8	-20.9	-2.2
46	COc1ccccc1Nc1nc(-c2sc(NC(=O)c3ccc([N+](=O)[O-])cc3)nc2C)cs1	0.1	-13.0	22.6	-4.3	-6.3	/	-6.4	-10.3[20 µM]	1.9
47	CCN(CC)CCNC(=O)C1CCN(S(=O)(=O)N2CCCCC2)CC1	2.7	1.6	22.4	-3.1	-30.1	11.9	11.8	-4.2[20 µM]	1.0
48	Cc1cccc(NC(=O)COc2cccc3c2CCN(C)C3=O)c1	2.0	-7.7	16.6	-1.4	/	4.2	1.3	-30.8	-1.7
49	CCOc1cc(/C=N/n2nnnc2N)ccc1OCc1c(C)no[n+]1[O-]	96.8*	-11.0	14.6	2.1	-4.4	20.0	4.8	-15.3	2.1
50	O=C(OCCCN1C(=O)c2ccccc2C1=O)c1ccco1	-0.5	3.0	9.3	-5.5	-1.6	9.3	3.2	-17.9[20 µM]	-2.4
51	COc1ncnc2c1oc1nc(C)c3c(c12)CC(C)(C)OC3	-3.1	-4.9	5.4	-0.3	-3.4	11.9	6.3	-17.5	-1.0
52	CCCCCC(=O)N1CCCC1	5.5	-10.1	14.5	-0.7	1.5	3.3	9.7	-16.2	-3.3
53	Cc1ccc(-c2nn(-c3ccccc3)cc2CN(Cc2ccccc2)C(=O)CCC(=O)O)o1	6.1	9.7	0.5	-11.5	-11.1	1.9	0.0	-11.4[20 µM]	-2.6
54	CC(=O)Nc1ccc(C(=O)/C=C/c2ccco2)cc1	3.5	-20.4	14.9	-6.9	-17.0	7.6	2.6	-3.9	-1.8
55	CC(C)(C)c1ccc(C(=O)N2CCCN(C(=O)c3ccc(C(C)(C)C)cc3)CC2)cc1	8.1	-10.7	16.1	2.6	1.6	6.8	1.2	-12.2	0.9
56	Cc1cc(C)c(C)c(OCCOCCNCc2ccccc2)c1	-0.6	14.8	9.5	0.9	-2.8	4.8	6.5	-20.2	-3.7
57	Cc1occc1C(=O)Nc1ccc2ccccc2c1	4.4	-6.2	3.1	-8.6	-11.5	6.3	1.0	-25.0	0.4

Complete entries, quoted from the list:
CCCc1nnc(SCc2ccc(OC)cc2)n1N reads BaF3 tox: -0.2; TbHK1 inh: -2.5; PPC-1+TRAIL kill: -2.3[5 µM]; RBBP9 inh: 1.9; p47phox inh: -14.2; PGE2 EP2 inh: 10.7; p97 inhibitor: 2.2; Furin inhibitor: 15.6[20 µM]; Ba/F3 V617F tox: -2.4
O=C(Nc1ccc(F)c([N+](=O)[O-])c1)c1ccc2c(c1)C(=O)OC2=O reads BaF3 tox: -1.0; TbHK1 inh: -8.1; PPC-1+TRAIL kill: -12.7; RBBP9 inh: -4.7; p47phox inh: -8.3; PGE2 EP2 inh: 10.7; p97 inhibitor: 8.7; Furin inhibitor: -15.8; Ba/F3 V617F tox: -0.5
